TSHR antagonist: antagonists of human thyroid stimulating hormone receptor; actives 0.2% (n = 330,000); P16473; AID 504810; activity change, negative = inhibition, % at 11.5 µM; TSHR-expressing cells, TSH-stimulated cAMP HTRF, 2 h; stronger effect = lower value;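 active = activity change below a set negative limit, meaning inhibition stronger than a set level, cut at about -70% in these data; inconclusive = activity change between two set negative limits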; also: % is scaled to controls: 0 for no effect and ±100 for the full control effect
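TSHR-expressing cells, 200/well, pre-treated with compound, then stimulated with EC80 TSH (4nM final) for 2 hours at 37 deg C. cAMP measured by competitive HTRF: anti-cAMP cryptate antibody in lysis buffer plus cAMP-d2, read after 30 minutes at room temperature.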
S-ASM inh: blocks human secretory acid sphingomyelinase; P17405; placental ASM, HMU-PC fluorogenic substrate, 60 min; Potency, µM (highest dose often 57.5 µM), for inactives: at the highest dose activity change, negative = inhibition, most hits filed as inhibitors; actives 0.006% (n = 340,000); AID 504937; also: potency is read from the fitted curve at half-maximal effect
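qHTS format. ASM enzyme prepared from human placenta hydrolyses the fluorogenic substrate HMU-PC0 (9 uM final) over 60 min at 37 °C after a 10 min compound preincubation.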
Eya2 phos inh: inhibitors of human Eya2 phosphatase activity; O00167; recombinant Eya2, OMFP fluorescence dephosphorylation (OMFP is methylfluorescein phosphate); Potency, µM (top dose mostly 76.9 µM), without a hit: at the highest dose activity, negative = inhibition, most hits filed as inhibitors; actives 0.006% (n = 330,000); also: potency is read from the fitted curve at half-maximal effect; % is scaled to controls: 0 for no effect and ±100 for the full control effect
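Eya2 (0.2 uM) preincubated 10 min at ambient with compound, then OMFP substrate added at 50 uM; 10 min reaction in 50 mM HEPES pH 7.5, 50 mM NaCl, 5 uM MgCl2, 0.05% BSA, 1 mM DTT. Fluorescence read at Ex 485/Em 525 nm.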
MBNL1 CUG block: inhibitors of human MBNL1 binding to CUG repeat RNA | TR-FRET MBNL1-His/biotin-(CUG)12 binding, 665/545 ratio | Potency, µM (series often up to 57.5 µM), for the others: at the highest dose activity change, negative = inhibition, hits mostly inhibitors | AID 2675 | actives 0.036% (n = 280,000); active = well fitted inhibition curve with a large enough effect in the signal ratio, with a control signal flat, not every such curve was filed as active; inconclusive = small, poorly fitted or top-dose-only effect, or effect the other way, or a change in a side signal; inactive = no such curve, though single readings can be large or run the other way; the % refers to the signal ratio; also: potency is read from the fitted curve at half-maximal effect; % is scaled to controls: 0 for no effect and ±100 for the full control effect
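Compound titration spanned 92 nM–58 uM against the MBNL1-His/biotin-(CUG)12 complex. After 60 min at room temperature with 5 nM streptavidin-XL665 and 0.055 ng/ul terbium anti-His, ratiometric 665/545 nm emission (Ex 340 nm) normalized to controls.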
Mito fusion yeast: blocks mitochondrial division or promotes mitochondrial fusion; Potency, µM (series often up to 46.1 µM), without a hit: at the highest dose growth rescue (activation), hits mostly activators; S. cerevisiae fusion-defective mutant growth rescue, CellTiterGlo 48 h; actives 0.23% (n = 320,000);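 also: potency is read from the fitted curve at half-maximal effect; % of control where 0% means no effect; nearly all actives have a fitted effect of over 45% in size; temperature-sensitive fusion mutants such as fzo1-1 at 37 °C on non-fermentable ethanol glycerol medium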
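Compounds are tested for their ability to restore growth of mitochondrial fusion-defective yeast strains at non-permissive 37C in YPEG medium over 48 hours. Viability is quantified by luciferase luminescence.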
Chronic BCR inh: chronic active BCR signaling inhibition. ABC-DLBCL IkBa-CBG/CBR reporter, luminescence ratio, 4 h. actives 0.05% (n = 340,000). Potency, µM (series often up to 46.1 µM), without a hit: at the highest dose ratio change, negative = lower green/red ratio, most hits filed as inhibitors; active = well fitted inhibition curve with a large enough effect in the signal ratio, with a control signal flat, not every such curve was filed as active; inconclusive = small, poorly fitted or top-dose-only effect, or effect the other way, or a change in a side signal; the % refers to the signal ratio;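 also: potency is read from the fitted curve at half-maximal effect; plate controls were basal doxycycline-induced cells for no effect and cells given 10 µM MG132 for full effect; MG132 reads +100%, hits lower the ratio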
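Compounds up to 46 uM were incubated four hours with TMD8 cells whose green CBG68 luciferase is fused to IkappaBalpha; red CBR luminescence normalised the signal, and concentration-effect curves were fitted to fusion, red and ratio data.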
Menin MLL FP TR: inhibitors of human menin-MLL interaction, mutant MLL peptide; Menin + Texas Red MLL mutant peptide, fluorescence polarization; actives 0.23% (n = 270,000); Potency, µM (doses to about 61.6 µM), without a hit: at the top dose FP activity change, negative = inhibition, most hits filed as inhibitors; O00255; AID 1768; active = well fitted inhibition curve with a large enough effect in the polarisation, with a control signal flat, not every such curve was filed as active; inconclusive = small, poorly fitted or top-dose-only effect, or effect the other way, or a change in a side signal; inactive = no such curve, though single readings can be large or run the other way; the % refers to the polarisation; also: potency is read from the fitted curve at half-maximal effect; % of control where 0% means no effect; many of its hits are not listed in these tables
USP2a block: inhibitors of human ubiquitin-specific protease USP2a; O75604; USP2 core, Ub-CHOP2 coupled fluorogenic reporter, 485/531; Potency, µM (titrated, usually from 38.3 µM), for inactives: at the highest dose activity change, negative = inhibition, most hits filed as inhibitors; actives 0.01% (n = 330,000); AID 463254;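 also: potency is read from the fitted curve at half-maximal effect; plate controls were DMSO wells for no effect and full inhibition by NEM control for full effect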
Target sequence (O75604 whole entry, looked up): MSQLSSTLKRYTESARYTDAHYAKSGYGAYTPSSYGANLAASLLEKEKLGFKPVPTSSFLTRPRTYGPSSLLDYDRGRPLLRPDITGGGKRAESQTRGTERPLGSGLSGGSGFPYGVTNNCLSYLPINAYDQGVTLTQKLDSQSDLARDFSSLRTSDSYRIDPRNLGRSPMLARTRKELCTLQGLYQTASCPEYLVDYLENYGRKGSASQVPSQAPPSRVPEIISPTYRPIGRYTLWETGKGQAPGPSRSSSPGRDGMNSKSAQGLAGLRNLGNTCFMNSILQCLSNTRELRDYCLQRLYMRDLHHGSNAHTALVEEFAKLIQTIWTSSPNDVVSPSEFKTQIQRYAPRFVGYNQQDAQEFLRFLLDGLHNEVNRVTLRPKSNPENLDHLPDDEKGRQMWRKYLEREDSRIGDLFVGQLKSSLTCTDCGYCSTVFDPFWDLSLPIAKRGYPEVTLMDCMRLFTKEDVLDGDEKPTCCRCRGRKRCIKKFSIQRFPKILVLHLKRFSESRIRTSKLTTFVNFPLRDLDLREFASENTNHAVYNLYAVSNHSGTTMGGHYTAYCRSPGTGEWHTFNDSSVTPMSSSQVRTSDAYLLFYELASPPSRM
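USP2 core (10nM final) preincubated 30min RT with compound in 20mM Tris-HCl pH 8.0, 2mM CaCl2, 2mM beta-mercaptoethanol, 0.05% CHAPS; 25nM Ub-CHOP2 plus 25nM reporter substrate added, fluorescence (Ex485/Em531) read after 60min.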
KCNH2 WT inh: KCNH2 (human, wildtype) channel inhibition; Q12809; actives 0.37% (n = 340,000); activity change, % at 1.84 µM; U2OS, BacMam KCNH2, thallium flux FluxOr; stronger effect = lower value;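 active = maximum activity change below -70%; inconclusive = maximum activity change between -70% and -50%; inactive = maximum activity change above -50%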; also: % is scaled to controls: 0 for no effect and ±100 for the full control effect
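U2OS cells transduced with wild-type KCNH2 virus are loaded with FluxOr dye for 45 min, and thallium flux is measured in kinetic reads before and after stimulation buffer. Rate constants are normalized to DMSO controls.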
GALK inhibitor: galactokinase (human) inhibition | P51570 | Purified GALK, Kinase-Glo residual ATP luminescence | actives 0.007% (n = 270,000) | Potency, µM (series often up to 57.5 µM), without a hit: top-dose activity change, negative = inhibition, most hits filed as inhibitors | AID 1868; also: potency is read from the fitted curve at half-maximal effect; % is scaled to controls: 0 for no effect and ±100 for the full control effect
Target sequence (P51570 whole entry, looked up): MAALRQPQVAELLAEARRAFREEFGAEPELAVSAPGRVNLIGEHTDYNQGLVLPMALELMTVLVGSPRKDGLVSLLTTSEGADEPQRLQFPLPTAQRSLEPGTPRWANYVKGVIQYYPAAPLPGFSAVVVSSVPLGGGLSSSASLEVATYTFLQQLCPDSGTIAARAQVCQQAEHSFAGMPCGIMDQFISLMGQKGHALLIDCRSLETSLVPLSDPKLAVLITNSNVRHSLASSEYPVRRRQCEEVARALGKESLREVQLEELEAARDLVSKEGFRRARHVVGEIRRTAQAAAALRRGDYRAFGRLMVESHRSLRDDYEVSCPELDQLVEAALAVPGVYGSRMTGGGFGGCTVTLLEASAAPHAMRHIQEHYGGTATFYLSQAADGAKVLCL
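5 nM enzyme, 35 uM ATP, 100 uM galactose, 20 mM HEPES pH8.0, 5 mM MgCl2; 1 h RT; residual ATP by Kinase-Glo Plus luminescence, qHTS format.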
PKM2 act: activators of human pyruvate kinase M2 | Potency, µM (series often up to 57.5 µM), for inactives: at the top dose activation, usual class: activators | AID 1631 | actives 0.34% (n = 260,000) | P14618 | purified PKM2, Kinase-Glo ATP luminescence, activation; response scale: 0% is enzyme alone, no compound; also: potency is read from the fitted curve at half-maximal effect; % is scaled to controls: 0 for no effect and ±100 for the full control effect; nearly all actives have a fitted effect of over 55% in size
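Purified hPK-M2 (>95% pure) converted ADP (0.1 mM final) to ATP with 0.5 mM PEP in 50 mM imidazole pH7.2, KCl, MgCl2, Tween 20, BSA; 1 h at room temperature. ATP detected by Kinase-Glo luminescence.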
The depositor's hits bear a star; i = inactive; ? = inconclusive; nt = not tested or not shown; [ ] = another dose, or the depositor's remark. Unless noted, calls follow the shape of the dose curve; as a rule, active = well fitted curve in the direction sought with a large enough effect; inconclusive = small, poorly fitted or top-dose-only effect, or another doubt; inactive = no such curve, though single readings can be large; an effect the other way counts as inactive or inconclusive. These rows are one share of the data, so the mix of outcomes need not match the whole.

SMILES	TSHR antagonist	S-ASM inh	Eya2 phos inh	MBNL1 CUG block	Mito fusion yeast	Chronic BCR inh	Menin MLL FP TR	USP2a block	KCNH2 WT inh	GALK inhibitor	PKM2 act
CCc1noc(C)c1C(=O)Nc1cc(Cl)ccc1N1CCOCC1	-1	-1%	6%	nt	10%	-13%	nt	1%	4	nt	nt
CCCC(=O)NNc1cc(=O)c2c(=O)n(C)c(=O)n(C)c2[nH]1	-8	4%	-30%	-3%	-4%	14%	-1%	1%	5	0%	-1%
O=C(CSc1nc(C(F)(F)F)cc(=O)[nH]1)Nc1ccc2c(c1)OCCO2	-8	1%	-3%	nt	-2%	8%	nt	0%	-6	nt	nt
CCCn1c(SCC(=O)Nc2ccccc2N2CCCCC2)nc2c1c(=O)n(C)c(=O)n2C	-3	-3%	-4%	-3%	?	?	-21%	-7%	1	-2%	-27%
CCCOc1ccc(C(=O)NNC(=S)NC(=O)c2cc(-c3ccc(Cl)cc3)nc3ccccc23)cc1	-8	-6%	12%	8%	0%	?	nt	1%	-10	nt	-2%
CCOC(=O)C1(Cc2ccccc2)CCN(Cc2csc(C(C)=O)c2)CC1	-14	-3%	2%	-8%	-4%	-1%	-13%	0%	-3	1%	-1%
Cc1ccc2nc(NC(=O)C3CCCN(S(=O)(=O)c4cnc[nH]4)C3)sc2c1 (stereo not drawn)	18	-3%	-4%	-12%	-2%	?	21%	2%	1	0%	-20%
CCN(CC(=O)NCc1ccc(Cl)cc1)C(=O)/C=C/c1cc(OC)c(OC)c(OC)c1	-2	1%	-2%	6%	1%	1%	16%	4%	-4	-2%	4%
Cc1ccccc1NC(=O)Cn1nc(-c2ccccc2)nc1-c1ccccc1	3	2%	-15%	4%	-1%	6%	2%	0%	12	-2%	0%
Cc1ccc(N(CN2C(=O)C3C4CCC(C4)C3C2=O)C(=O)c2ccco2)cc1 (stereo not drawn)	2	2%	?	nt	2%	-10%	nt	1%	-4	8%	-5%
Nc1c(S(=O)(=O)c2cccs2)c2nc3ccccc3nc2n1Cc1ccccc1	8	nt	-2%	71%[activator]	-1%	?	-21%	-4%	-18	1%	-2%
O=C(CSc1ccc(F)cc1)NC(=O)NCc1ccccc1	9	4%	-5%	0%	5%	1%	0%	2%	-23	1%	5%
C/C(=C/C=N/Nc1nc(N2CCCCC2)nc(N2CCCCC2)n1)c1ccccc1	3	-3%	-28%	-7%	0%	3%	10%	-1%	-11	0%	1%
c1ccc(-c2csc(N3CCCCCC3)n2)cc1	-6	-3%	-3%	?	-3%	-2%	7%	-2%	15	2%	4%
O=C(O)CNC(=S)N(Cc1ccccc1Cl)C1CCCC1	-2	6%	-4%	-17%	6%	6%	?	-1%	-6	5%	0%
Cc1cc2c3c([nH]c2cc1S(=O)(=O)N1CCC2(CC1)OCCO2)CC(C)(C)CC3=O	-12	i	1%	-7%	3%	?	9%	3%	2	7%	nt
O=C(O)CNC(=O)c1ccc(OC(F)F)cc1	-2	-3%	-2%	-11%	3%	0%	-2%	1%	-7	-1%	4%
COc1ccc(C=NNc2ccc(S(=O)(=O)Nc3ccccc3C(=O)O)cc2[N+](=O)[O-])c(OC)c1	nt	?	-18%	nt	nt	?	nt	-1%	11	nt	nt
Cc1ccccc1OCC(=O)Nc1ccc2c(c1)Cc1ccccc1-2	-34	-7%	11%	2%	-2%	4%	?	-1%	-9	0%	6%
COC(=O)c1ccc(N2CCN(C(C)=O)CC2)c(NC(=O)c2cccnc2)c1	11	-2%	3%	-5%	0%	-6%	1%	0%	2	7%	-2%
O=C(Nc1ccccc1-c1nc2ccccc2[nH]1)c1ccc(N2C(=O)CCC2=O)cc1	-10	75%[activator]	4%	-5%	4%	1%	?	0%	-8	5%	-7%
CC1CCN(S(=O)(=O)c2ccc(NC(=O)CN3CCOCC3)cc2)CC1	-3	-2%	5%	1%	0%	-11%	nt	1%	11	0%	1%
O=C(CN1CCCCCC1)N/N=C/c1cccc(Cl)c1	4	2%	-4%	5%	-2%	4%	-3%	4%	1	nt	-1%
CC(=O)Nc1ccc(-n2nnnc2SCC(=O)N2CCN(C(=O)c3ccco3)CC2)cc1	11	2%	-30%	-13%	3%	-2%	-1%	0%	-3	-2%	-11%
CCn1c(SCC(=O)NNC(=O)c2ccc(C)cc2)nnc1-c1ccco1	-4	3%	-4%	-2%	6%	-2%	-3%	-2%	5	10%	13%
S=C(NCCc1ccncc1)Nc1cccc2ccccc12	-4	0%	-3%	?	2%	2%	12%	-2%	9	1%	-15%
CCN(CC(=O)NCc1cccs1)C(=O)c1ccc(OC)c(OC)c1	12	4%	-3%	nt	-5%	?	nt	2%	1	nt	nt
OCC[C@@H]1C[C@@H](O)[C@H](O)[C@]2(CCc3ccccc3CO2)O1	-7	-4%	-2%	-5%	3%	?	3%	0%	4	nt	-6%
CCOC(=O)c1cc2occc2n1CC(=O)NC1CCC(C)CC1 (stereo not drawn)	-5	-4%	-8%	14%	3%	1%	6%	3%	-11	2%	-8%
CN1CCN(S(=O)(=O)c2ccc(N3CCN(S(=O)(=O)/C=C/c4ccccc4)CC3)nc2)CC1	-6	1%	11%	1%	3%	2%	12%	?	6	-3%	-5%
O=C(Nc1nnc(SCC(=O)N2CCCc3ccccc32)s1)c1cccc2ccccc12	-13	-11%	2%	nt	-9%	0%	?	4%	3	0%	4%
CCc1ccccc1Nc1nc(N)nc(CSCC(=O)c2cc(C)n(C)c2C)n1	1	-2%	-4%	-2%	-3%	-6%	4%	4%	-11	1%	11%
c1cnc(NCCNc2ncccn2)nc1	2	5%	-1%	1%	-4%	7%	2%	3%	15	-2%	-4%
CCOC(=O)Cc1csc(NC(=O)c2ccc(S(=O)(=O)N3CCOCC3)cc2)n1	-1	-2%	5%	-4%	-6%	-5%	9%	2%	13	4%	4%
COc1ccc2c(c1)c(C(O)CN1CCN(Cc3ccc4c(c3)OCO4)CC1)c(C)n2C (stereo not drawn)	29	1%	-7%	-2%	-10%	-3%	-18%	0%	2	0%	21%
COC(=O)c1cccc(NC(=O)c2cc3sccc3n2C)c1	-13	-16%	11%	4%	13%	?	22%	1%	-8	-4%	-1%
CCc1ccccc1N(CC)C(=O)CCc1nc(-c2ccc(C)cc2)no1	-32	-14%	-3%	4%	?	?	0%	-12%	11	3%	-5%
CN1CCN(C(=O)/C=C/c2ccc(Cl)c(Cl)c2)CC1	-14	-1%	3%	?	-1%	2%	5%	1%	3	-1%	0%
Cc1noc(C)c1CSc1nc2ccccc2s1	-23	-4%	6%	-8%	7%	?	-10%	1%	-11	-3%	-2%
O=C(NC1CCCCC1)Nn1c(-c2ccccc2)nc2ccccc2c1=O	-7	1%	0%	-5%	-2%	-7%	7%	0%	5	0%	-1%
CCn1c(SCC(=O)NCCc2ccccc2)nnc1-c1ccco1	-2	3%	-1%	-11%	2%	-4%	0%	-1%	1	0%	17%
COc1cc(CC(=O)NC2CCCc3ccccc32)cc(OC)c1OC (stereo not drawn)	-12	2%	-3%	0%	-1%	15%	-5%	1%	2	-4%	-6%
Cc1ccc(S(=O)(=O)N2CCN(C(=O)Cn3c(=O)cnc4ccccc43)CC2)c(C)c1	nt	6%	6%	nt	nt	0%	nt	4%	-33	nt	nt
CCOC(=O)c1c(NC(N)=O)sc(C)c1C	-3	0%	-26%	-8%	16%	?	19%	-2%	-2	0%	-4%
c1ccc(-n2ncc3cccnc32)cc1	-7	7%	-8%	8%	-1%	4%	nt	-1%	-6	0%	17%
O=C(O)c1ccc(NS(=O)(=O)c2ccc3c(c2)C2C=CCC2C(c2ccccc2F)N3)cc1 (stereo not drawn)	-22	-5%	-6%	-4%	10%	17%	?	-1%	1	6%	20%
Cc1nnc2ccc(N3CCN(C(=O)c4ccccc4)CC3)nn12	6	3%	0%	2%	-3%	1%	5%[11.7 µM]	8%	1	4%	-9%
COc1ccc(-c2noc(CCC(=O)NCCN3CCN(c4ccccc4F)CC3)n2)cc1	-6	0%	-29%	-6%	1%	-1%	2%	2%	23	1%	-1%

Screening results (PubChem BioAssay)
